influenza NS1A – H1N1 influenza NS1A inhibitors, functional cell based assay (AID 504329). NS1A functional cell-based assay, percent inhibition; higher % means a stronger effect. inhibition, % at 12.5 µM; hits with a dose series show IC50 in µM. actives 0.3% (n = 340,000); in the data active = a potency from the dose series; inconclusive = inhibition above about 27% without an active follow-up result; also: strong numbers were not always called active
tuberculosis growth – growth inhibition of non-replicating M. tuberculosis (AID 488890); Mycobacterium tuberculosis non-replicating, growth inhibition; higher % means a stronger effect; inhibition, % at 25 µM; hits with a dose series show IC50 in µM; actives 0.39% (n = 320,000); in the data active = a potency from the dose series; inconclusive = inhibition mostly from about 82% at the one dose, without a potency; inactive = the rest, 99 in 100 with inhibition below about 76%;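 also: plate controls were DMSO cells for no effect and high antibiotic wells for full effect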
H37Rv inhibition – M. tuberculosis growth inhibition, HTS (AID 449762). M. tuberculosis H37Rv growth inhibition, 7H9 media; higher % means a stronger effect. one-dose inhibition, % at 25 µM; IC50 in µM for titrated hits. actives 0.59% (n = 330,000); in the data active = a potency from the dose series; inconclusive = inhibition above about 70% without an active follow-up result;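 also: bacterial growth assessed after seven days of incubation; strong numbers were not always called active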
Salmonella PhoP GFP – PhoP regulon inhibitors, Salmonella typhi PhoP promoter GFP reporter, confirmatory (AID 1850) | actives 0.33% (n = 310,000) | inhibition, % at 50 µM, or IC50 in µM where a hit was titrated | Salmonella Typhi PhoP-promoter GFP reporter, fluorescence, 4 h; higher % means a stronger effect; in the data active = a potency from the dose series; inconclusive = inhibition mostly from about 25% at the one dose, without a potency; inactive = the rest, 99 in 100 with inhibition below about 19%;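 also: 0% = induced wells with vehicle and 100% = uninduced wells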
inhibitors of VEEV – inhibitors of VEEV TC-83 cytopathic effect, confirmation, Vero cells (AID 588727) | Vero cells, VEEV TC-83 cytopathic effect inhibition; higher % means a stronger effect | inhibition, % at 20 µM; hits with a dose series show IC50 in µM | actives 0.13% (n = 350,000); in the data active = a potency from the dose series; inconclusive = inhibition mostly from about 14% at the one dose, without a potency; inactive = the rest, 99 in 100 with inhibition below about 12%; also: strong numbers were not always called active
inhibitors of VEEV 10K pilot screen – further read-out of inhibitors of VEEV, marked with its call; inhibition, %; measured here: 10K pilot screen inhibition
* hit, by the source's call; i = inactive; ? = inconclusive; nt = no result given; & = joins results of further samples. Compounds were not picked by outcome. Share with any hit: about 1.6%.

SMILES	influenza NS1A	tuberculosis growth	H37Rv inhibition	Salmonella PhoP GFP	inhibitors of VEEV	others
Cc1cc(NC(=O)CSc2nnc(C(C)N(C)C)n2Cc2ccccc2)no1 (stereo not drawn)	2%	-12%	3%	1%	0.2%
O=C(Nc1ccc2ncccc2c1)c1ccccc1Br	-3%	68%	10%	1%	1.0%
CN(C(=O)c1ccc(NC(=O)Cc2ccc(NC(=O)C3CCCN(C(=O)C4CC4)C3)cc2)cc1)C1CCCC1 (stereo not drawn)	-8%	nt	nt	nt	i
COc1ccc(S(=O)(=O)N(CC(=O)NC2CCCCC2)c2ccc(F)cc2)cc1	-3%	-6%	-6%	-9%	i
O=C(CSc1cn(CCNC(=O)c2ccccc2F)c2ccccc12)NCC1CCCO1 (stereo not drawn)	-2%	0%	-6%	-15%	8.3%
COc1ccc(C)cc1NC(=O)NC1CCCCCCC1	-2%	-18%	7%	0%	2.0%
O=C(COc1ccc(S(=O)(=O)N2CCOCC2)cc1Cl)N1CCCC1	0%	8%	-2%	5%	0.2%
Cc1ccc(CN(C)C(=O)c2ccc3c(c2)NC(=O)CS3)o1	3%	9%	-2%	-1%	6.5%
Cc1[nH]nc(C(F)(F)F)c1N=NN1CCOCC1	-2%	nt	nt	nt	32%
COc1ccc(CNC(=O)CN2CCN(C(c3ccccc3)c3ccccc3)CC2)cc1	2%	24%	63%	-1%	3.4%
O=C(COc1ccccc1F)N/N=C1\CCCc2ccccc21	-3%	77%	-6%	10%	1.2%
C=CCOc1ccc(NC(=O)C2CC(=O)N(C(C)C)C2)cc1 (stereo not drawn)	-13%	-15%	-12%	-1%	1.3%
COc1ccc(C(C)NC(=S)NCc2ccc(F)cc2)cc1 (stereo not drawn)	11%	31%	-21%	-13%	1.3%
Cc1cc(C)n2nc(C(=O)N3CCCC(CNS(=O)(=O)c4cccs4)C3)cc2n1 (stereo not drawn)	0%	2%	5%	-1%	i
C=CCn1c(SCC(=O)NCC2CCCO2)nnc1-c1ccccc1 (stereo not drawn)	-4%	-13%	-2%	1%	0.7%
Nc1ncn(-c2ncc(C(F)(F)F)cc2Cl)n1	nt	-2%	-14%	-8%	1.5%
COc1ccc2oc(C(=O)N(C)Cc3ccc(OC(F)F)cc3)c(C)c2c1	-5%	34%	-9%	-6%	3.7%
CC1Sc2ccc(C(=O)NCc3cccc(C(F)(F)F)c3)cc2NC1=O (stereo not drawn)	0%	11%	0%	nt	2.9%
CC(=O)N[C@@H](Cc1c[nH]c2ccccc12)C(=O)NCc1ccccc1	2%	-3%	-4%	8%	1.3%
N#CC1(NC(=O)COC(=O)c2nc(Cl)c(Cl)c(N)c2Cl)CCCCC1	5%	-13%	-6%	1%	0.9%
Clc1ncccc1-c1nc2ccccc2n1Cc1ccccc1	-6%	11%	-12%	-4%	2.7%
O=C(NCc1ccccc1)c1cccc(NC(=O)C2CCCCC2)c1	-29%	nt	nt	nt	i
O=C(CCc1nnc(-c2ccsc2)o1)NCc1ccccc1OC(F)(F)F	-11%	21%	4%	-15%	0.5%
CC(=O)c1ccc(Oc2ncnc(N)c2[N+](=O)[O-])cc1	-11%	-6%	4%	-15%	i

Three compounds picked at random from those above:
SMILES	influenza NS1A	tuberculosis growth	H37Rv inhibition	Salmonella PhoP GFP	inhibitors of VEEV	others
COc1ccc2oc(C(=O)N(C)Cc3ccc(OC(F)F)cc3)c(C)c2c1	-5%	34%	-9%	-6%	3.7%
CC(=O)c1ccc(Oc2ncnc(N)c2[N+](=O)[O-])cc1	-11%	-6%	4%	-15%	i
O=C(CCc1nnc(-c2ccsc2)o1)NCc1ccccc1OC(F)(F)F	-11%	21%	4%	-15%	0.5%

More structures follow:
SMILES	influenza NS1A	tuberculosis growth	H37Rv inhibition	Salmonella PhoP GFP	inhibitors of VEEV	others
CN(C)S(=O)(=O)c1ccc(NC(=O)Cn2ccsc2=N)cc1	-10%	3%	-7%	5%	0.2%
COc1ccc(NS(=O)(=O)c2ccc3nc(COc4cccc5ccccc45)[nH]c3c2)cc1	-4%	15%	63µM*	-5%	0.2%
O=C1NCC(O)=C1C=NC12CC3CC(CC(C3)C1)C2	0%&-7%	-10%&4%	6%&3%	-1%&3%	0.6%&2.3%
COc1ccc(C2CCCN2CC(O)COc2ccccc2C(C)C)cc1 (stereo not drawn)	8%	60%	22%	-6%	i
Cc1cccc(NC(=O)C2c3ccccc3C(=O)N3CCc4ccccc4C23)n1 (stereo not drawn)	-3%	21%	-2%	5%	i
CCOC(=O)CN1C(=O)C(O)=C(C(C)=O)C1c1ccc([N+](=O)[O-])cc1 (stereo not drawn)	-12%	-1%	-4%	-1%	0.2%
Cc1ccc(NC(=O)CSCC(=O)Nc2ccc(N3CCOCC3)cc2N2CCOCC2)cc1	-6%	nt	nt	nt	2.9%
Cc1cc(=O)c2ccccc2s1	-9%	-8%	-8%	-7%	0.8%
Cc1ccc(C(=O)c2ccccc2C(=O)OCC(=O)N2CCCC2)cc1	0%	5%	-1%	nt	1.4%
CCOC(=O)N1CCC(N2CCN(S(=O)(=O)c3ccc(Cl)cc3)CC2)CC1	1%	2%	3%	-11%	i
CCc1nnc(NC(=O)C2CCCN2S(=O)(=O)c2ccc(C)cc2)s1 (stereo not drawn)	3%	-17%	-7%	-5%	i
Cc1nn2c(N)c(-c3ccccc3)cnc2c1-c1ccccc1	-8%	-22%	1%	0%	1.9%
C/C(=N/NC(=O)OC(C)(C)C)c1ccco1	-14%	-36%	-2%	-4%	0.9%
Cc1nc2c3ccccc3nc(NNC(=O)CCC(=O)N3CCCC(C)C3)n2n1 (stereo not drawn)	-2%	24%	-6%	2%	0.8%
CCc1ccc(/C=C2/C(=O)N(C)C(=S)N2CC(=O)OC)s1	7%	?	1.5µM*	-19%	1.4%
Cn1c(=O)c2c(nc(Oc3ccccc3)n2C)n(C)c1=O	-12%	-7%	2%	-4%	2.3%
Cc1ccc(OCc2nnc(SCC(=O)Nc3cc(C)on3)n2C)cc1	-1%	1%	-3%	-15%	3.9%
COc1ccc(-c2ccc(=O)n(CC(=O)Nc3cccc(O)c3)n2)cc1OC	1%	-10%	0%	-4%	2.8%
O=C(Sc1nnnn1C1CCCCC1)c1cccs1	nt	12%	8%	-22%	nt
CC(NC(=O)Cn1cnnn1)c1cccc(C(F)(F)F)c1 (stereo not drawn)	6%	-10%	15%	-11%	1.5%
CCOCCn1c2ccccc2c2nc3ccccc3nc21	7%	?	?	1%	?
Cc1ccc(S(=O)(=O)N2CCOC23CCN(C(=O)C(=O)NCCC(C)C)CC3)cc1	-6%	-6%	0%	8%	0.3%
CC(C)Cc1nc(SCC(=O)NCc2ccccc2)n[nH]1	1%	3%	-6%	7%	i
COc1ccc(C2N(c3cc(Cl)ccc3OC)C(=O)C3CCCN32)c(OC)c1 (stereo not drawn)	3%	21%	-7%	-12%	1.1%

Compounds above that have an aryl thioether with sulfur outside any ring, in the order listed:
SMILES	influenza NS1A	tuberculosis growth	H37Rv inhibition	Salmonella PhoP GFP	inhibitors of VEEV	others
Cc1cc(NC(=O)CSc2nnc(C(C)N(C)C)n2Cc2ccccc2)no1 (stereo not drawn)	2%	-12%	3%	1%	0.2%
O=C(CSc1cn(CCNC(=O)c2ccccc2F)c2ccccc12)NCC1CCCO1 (stereo not drawn)	-2%	0%	-6%	-15%	8.3%
C=CCn1c(SCC(=O)NCC2CCCO2)nnc1-c1ccccc1 (stereo not drawn)	-4%	-13%	-2%	1%	0.7%
Cc1ccc(OCc2nnc(SCC(=O)Nc3cc(C)on3)n2C)cc1	-1%	1%	-3%	-15%	3.9%
CC(C)Cc1nc(SCC(=O)NCc2ccccc2)n[nH]1	1%	3%	-6%	7%	i

More compounds follow.
SMILES	influenza NS1A	tuberculosis growth	H37Rv inhibition	Salmonella PhoP GFP	inhibitors of VEEV	others
COCCn1nnnc1CN1CCOCC1	-2%	1%	2%	-3%	0.3%
Cc1ccc(/C=N/NC(=O)Cc2c(F)cccc2Cl)s1	10%	20%	-3%	2%	4.0%
Cc1ccc(S(=O)(=O)NNC(=O)c2ccncc2)cc1[N+](=O)[O-]	-5%	15%	-11%	0%	7.3%
Cc1ccc2c(C)c(C(=O)N(Cc3ccncc3)CC3CCCO3)oc2c1C (stereo not drawn)	2%	12%	-2%	4%	7.0%
Cc1ccc(Nc2ccc(-n3ccnc3)nn2)cc1C	-12%	-9%	0%	-11%	5.1%
Cc1cc(NC(=O)COC(=O)c2cnccn2)ccc1Br	-25%	11%	1%	nt	0.4%
Cn1nnc2c[n+](CC(=O)c3ccc4ccccc4c3)cc(Br)c21	12%	-3%	-4%	9%	?
CCOc1ccc(CCNC(=O)COC(=O)Cn2cnc3c2c(=O)n(C)c(=O)n3C)cc1OCC	-7%	-5%	-13%	7%	1.5%
NC(=O)CN1CCN(Cc2ccc3c(c2)OCO3)CC1	-2%	-13%	1%	1%	1.0%
CN(C)c1ccc(CN2CCCC(O)C2)cc1 (stereo not drawn)	-8%	-2%	-1%	1%	i
OCCNCC(O)Cn1ccc2ccccc21 (stereo not drawn)	22%	-6%	-2%	10%	1.8%
COc1ccccc1-c1nc(SC)n[nH]1	4%	9%	-5%	-2%	0.3%	inhibitors of VEEV 10K pilot screen=2.2
Cc1ccccc1-c1cc(C(=O)NCc2cccc(C(F)(F)F)c2)nn1CC1CC(c2cccc([N+](=O)[O-])c2)=NO1 (stereo not drawn)	-4%	2%	0%	-10%	0.2%
CC(=O)Nc1ccc(S(=O)(=O)NCc2ccc(C(=O)NCc3ccc(Cl)cc3)cc2)cc1	-1%	-16%	0%	-5%	i
CC(C)CCn1c(=O)c2sccc2n2c(CCCC(=O)N3CCC(N4CCCCC4)CC3)nnc12	4%	-1%	-5%	8%	i
O=C(CCC(=O)N1CCCC1)Nc1nnc(C(F)(F)F)s1	0%	-2%	-8%	0%	i
O=c1c2ccccc2nnn1Cc1ccccn1	19%	-3%	-9%	0%	3.8%
COc1cc([C@@H]2c3cc4c(cc3[C@@H](O)[C@@H](CO)[C@@H]2CO)OCO4)cc(OC)c1O[Si](C)(C)C(C)(C)C	nt	29%	29%	6%	nt
COc1ccc(N(C(=O)c2snc(C(N)=O)c2N)C(C(=O)NC2CCCC2)c2ccco2)cc1OC (stereo not drawn)	0%	nt	nt	nt	4.9%
CCOc1ccc(CCNC(=O)CCNC(=O)c2ccc(Br)cc2)cc1OCC	-2%	5%	6%	-12%	0.4%
Cc1cc(=O)n2nc(N3CCCC(C(=O)NCCc4ccccc4)C3)sc2n1 (stereo not drawn)	11%	6%	2%	7%	1.1%
Cc1cc(C)cc(C(=O)Nc2c3c(nn2C(C)(C)C)CS(=O)(=O)C3)c1	9%	-14%	-4%	-1%	2.0%
CCOC(=O)C1CCCN(C(=O)c2cc(Nc3ccc(OC)c(OC)c3)nc3ccccc23)C1 (stereo not drawn)	3%	nt	2%	5%	7.7%
CC(=O)Nc1ccccc1C	2%	1%	-3%	nt	2.3%

Structural class, those above with a tert-butyl group
SMILES	influenza NS1A	tuberculosis growth	H37Rv inhibition	Salmonella PhoP GFP	inhibitors of VEEV	others
C/C(=N/NC(=O)OC(C)(C)C)c1ccco1	-14%	-36%	-2%	-4%	0.9%
COc1cc([C@@H]2c3cc4c(cc3[C@@H](O)[C@@H](CO)[C@@H]2CO)OCO4)cc(OC)c1O[Si](C)(C)C(C)(C)C	nt	29%	29%	6%	nt
Cc1cc(C)cc(C(=O)Nc2c3c(nn2C(C)(C)C)CS(=O)(=O)C3)c1	9%	-14%	-4%	-1%	2.0%

Further entries:
SMILES	influenza NS1A	tuberculosis growth	H37Rv inhibition	Salmonella PhoP GFP	inhibitors of VEEV	others
O=C(CSc1nnc(NC(=O)c2ccco2)s1)Nc1ccc(F)cc1F	-1%	-3%	-16%	-1%	1.1%
CC(c1ccccc1)C1CC(=O)N(c2ccc([N+](=O)[O-])cc2)C1=O (stereo not drawn)	-2%	7%	-2%	-3%	i
O=[N+]([O-])c1cccc(S(=O)(=O)N2CCCCC2)c1	-8%	25%	5%	4%	0.2%
CC(=O)N1CCN(CCN=CC2=C(O)CC(c3ccc(Cl)cc3)CC2=O)CC1 (stereo not drawn)	-3%	44%	5%	4%	0.6%
COc1ccc(NC(=O)Cc2ccccc2F)cn1	3%	3%	3%	-14%	i

High-throughput results (PubChem)
